From PubChem BioAssay
PI5P4K alpha inh = PI5P4K alpha (human) kinase inhibition; PI5P4Kalpha enzyme, ADP-Glo luminescence, 60 min; active compounds read low; P48426; actives 1.2% (n = 330,000); max response, %; active means max response of -50% or lower; inconclusive means between -30% and -50%; inactive means -30% or higher; further: value at the top dose of about 77 µM; on the % scale 0 is the no-effect control and ±100 the full control effect
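Compounds were pin-transferred onto PI5P4Kalpha and substrate in HEPES pH 7.4 buffer with EGTA, CHAPS and 5% DMSO. ATP (5 microM final) started the reaction, which ran 60 minutes at room temperature before ADP-Glo detection.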
EPAC1 antag = EPAC1 (human) antagonism; O95398; EPAC1 GEF assay, Rap1b-BODIPY-GDP exchange fluorescence; Potency, µM (top dose mostly 115 µM), inactives show at the top dose activity change, negative = inhibition, hits mostly inhibitors; actives 0.14% (n = 360,000);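 further: potency means the concentration at half of the fitted maximal effect; plate controls were vehicle for no effect and positive control for full effect; nearly all actives have a fitted effect of over 50% in size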
Target sequence (O95398 whole entry, looked up): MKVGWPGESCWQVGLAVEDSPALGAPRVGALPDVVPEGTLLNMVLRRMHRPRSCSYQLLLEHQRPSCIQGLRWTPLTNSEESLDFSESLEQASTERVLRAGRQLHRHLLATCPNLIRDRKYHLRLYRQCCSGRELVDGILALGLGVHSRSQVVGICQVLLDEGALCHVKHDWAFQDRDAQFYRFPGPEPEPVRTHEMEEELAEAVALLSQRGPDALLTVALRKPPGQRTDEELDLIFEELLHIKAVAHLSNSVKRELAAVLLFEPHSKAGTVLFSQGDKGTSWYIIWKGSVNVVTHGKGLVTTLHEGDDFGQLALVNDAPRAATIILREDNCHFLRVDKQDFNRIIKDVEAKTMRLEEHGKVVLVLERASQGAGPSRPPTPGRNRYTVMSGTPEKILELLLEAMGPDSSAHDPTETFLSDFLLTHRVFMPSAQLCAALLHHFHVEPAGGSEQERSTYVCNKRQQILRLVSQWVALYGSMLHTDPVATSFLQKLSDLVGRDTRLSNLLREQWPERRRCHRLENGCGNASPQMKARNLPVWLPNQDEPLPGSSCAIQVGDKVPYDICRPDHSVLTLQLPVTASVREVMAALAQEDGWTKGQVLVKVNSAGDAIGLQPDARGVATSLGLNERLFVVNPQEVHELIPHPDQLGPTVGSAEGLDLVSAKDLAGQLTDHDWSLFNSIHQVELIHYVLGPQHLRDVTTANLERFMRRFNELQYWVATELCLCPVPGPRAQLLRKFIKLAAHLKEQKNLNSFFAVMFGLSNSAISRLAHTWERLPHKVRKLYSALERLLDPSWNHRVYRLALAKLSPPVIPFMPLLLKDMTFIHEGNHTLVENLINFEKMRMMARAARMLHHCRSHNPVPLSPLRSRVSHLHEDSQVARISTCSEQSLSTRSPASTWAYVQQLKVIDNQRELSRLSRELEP
EPAC1 ag = EPAC1 (human) agonism | EPAC1 agonist qHTS, biochemical assay; response scale: 100% = response to 6.5 mM cAMP | Potency, µM (top dose mostly 154 µM), without a hit: at the top dose activation, hits mostly activators | actives 0.073% (n = 360,000) | AID 720707 | O95398; further: potency means the concentration at half of the fitted maximal effect; nearly all actives have a fitted effect of over 60% in size
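Read-out is the fluorescence drop as BODIPY-GDP leaves Rap1B (480 nm excitation, 540 nm emission), recorded every 5 minutes over 30 minutes. Reactions held 100 nM EPAC1, 250 nM Rap1B–BODIPY-GDP and 50 uM GDP, with 6.5 mM cAMP setting full activation.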
PLK1 PBD block = blocks phosphopeptide binding to human PLK1 polo-box domain. AID 720504. actives 2.8% (n = 360,000). P53350. Potency, µM, for the others: max response, negative = inhibition, most hits filed as inhibitors. Plk1 PBD binding of FITC phosphopeptide, fluorescence polarization; further: potency means the concentration at half of the fitted maximal effect; series mostly up to about 57 µM; on the % scale 0 is the no-effect control and ±100 the full control effect; nearly all actives have a fitted effect of over 65% in size
Abeta rescue = restores growth of yeast expressing A-beta42 peptide; AID 1347071; actives 0.063% (n = 410,000); yeast expressing A-beta42, growth rescue, OD600, 48 h; response scale: 0% DMSO, 100% iron-clioquinol control; Potency, µM (highest dose often 46.1 µM), without a hit: top-dose growth rescue, hits mostly activators; further: potency means the concentration at half of the fitted maximal effect; nearly all actives have a fitted effect of over 55% in size
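Yeast growth medium received pinned compounds, then yeast cells expressing toxic A-beta were added; plates incubated at 30 C for 48 hr. Growth read as absorbance at 600 nm, normalized to DMSO and equimolar FeCl3 plus clioquinol controls.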
IL-2 act = IL-2 activation; IL-2 activation reporter assay, cell-based qHTS; stimulated with anti-CD3/CD4/CD28 beads; in transgenic mouse T cells; AID 652025; activation, % (series mostly up to about 46 µM); actives 0.065% (n = 360,000); in the data active means activation above about 50%; inconclusive means mostly about 30% to 49%; further: 0% is about no effect
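Unstimulated transgenic mouse T cells, 750 per well, received compound and, after 60 minutes, anti-CD3/anti-CD4 bead plus anti-CD28 stimulation. EGFP and DsRed were quantified after 18 hours.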
FUS suppressor = rescues growth of FUS-expressing yeast. S. cerevisiae FUS-expressing, growth rescue, OD600, 24 h. AID 1347120. Potency, µM (doses to about 76.6 µM), for the others: at the highest dose growth rescue (activation), hits mostly activators. actives 0.24% (n = 390,000);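 further: potency means the concentration at half of the fitted maximal effect; plate controls were DMSO vehicle for no effect and reference control for full effect; nearly all actives have a fitted effect of over 55% in size; some results filed as inactive show a strong effect at the top dose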
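Read-out: OD at 600 nm after 24hr at 30C, reporting rescue of FUS-induced yeast toxicity. Cells at OD 0.005 in galactose (2%) minimal medium; compounds tested in a dilution series; CP55940 titration from 92uM final as control.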
WRN helicase inh = blocks human WRN helicase; Q14191; actives 0.46% (n = 360,000); AID 651768; Potency, µM (titrated, usually from 114 µM), for the others: at the highest dose activity change, negative = inhibition, usual class: inhibitors; WRN helicase unwinding, fluorescent forked duplex, kinetic; further: potency means the concentration at half of the fitted maximal effect; on the % scale 0 is the no-effect control and ±100 the full control effect; nearly all actives have a fitted effect of over 55% in size
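Fluorescence dequenching readout, ex 525 nm/em 598 nm, kinetic mode: forked duplex DNA (100 nM final) with adjacent fluorophore and quencher unwound by WRN (20 nM final) with 2 mM ATP. Compound preincubation 15 min, room temperature.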
aSyn yeast inh = inhibitors of alpha-synuclein toxicity in yeast | Yeast expressing alpha-synuclein, growth rescue, BacTiter-Glo, 24 h | Potency, µM (highest dose often 46.1 µM), inactives show at the top dose growth rescue (activation), hits mostly activators | actives 0.14% (n = 370,000); further: potency means the concentration at half of the fitted maximal effect; % of control where 0% means no effect; nearly all actives have a fitted effect of over 65% in size
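Rescue of yeast growth: cells expressing toxic alpha-synuclein, induced in galactose at OD600 0.02, incubated with compound 24 h at 30 C. ATP luminescence quantified growth; inhibitors of toxicity appear as activators.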
* = called active by the depositor; ? = inconclusive; / = not tested or not shown; [ ] = dose if it differs, or a comment. Unless noted, the call rests on the fitted dose curve; in most records, active means well fitted curve in the direction sought with a large enough effect; inconclusive means small, poorly fitted or top-dose-only effect, or another doubt; inactive means no such curve, though single readings can be large; an effect the other way counts as inactive or inconclusive.

Start of the data: the first ten entries as a preview:
(1) O=[N+]([O-])c1ccc(S(=O)(=O)N2CCSC2c2ccco2)cc1 (stereo not given)
(2) Cc1nnc(N/N=C/c2cccc(C(F)(F)F)c2)n1N
(3) Cc1ccc(S(=O)(=O)N2CCCCC2)cc1NC(=O)CCNC(=O)c1ccccc1Cl
(4) COCCNC(=O)c1cc2nc(-c3ccc(F)cc3)cc(C(F)(F)F)n2n1
(5) CC(=O)COc1coc(CN2CCN(c3ccc(F)cc3)CC2)cc1=O
(6) COCCOC(=O)C1=C(C)N(Cc2ccccc2)C(=O)NC1c1cccc(OC)c1OC (stereo not given)
(7) COc1ccc([C@@H]2CC=C(C(=O)O)[C@H](c3ccccc3)N2S(=O)(=O)c2ccc(C)cc2)cc1OC
(8) CCCn1c(N)c(C(=O)COC(=O)CNC(=O)c2ccc(C)c(C)c2)c(=O)n(C)c1=O

Assay by compound	1	2	3	4	5	6	7	8
PI5P4K alpha inh	-15.6	-2.2	-1.3	0.7	0.9	-4.2	-0.1	3.1
EPAC1 antag	3.0%	1.4%	3.9%	2.2%	2.1%	-3.5%	-1.3%	3.3%
EPAC1 ag	11.7%	-3.9%	-9.1%	4.5%	14.2%	0.1%	11.1%	1.2%
PLK1 PBD block	11.9µM*	1.4%	-0.4%	-6.5%	-10.2%	-4.0%	-6.5%	-3.2%
Abeta rescue	21.5%	-34.2%[inhibitor]	4.3%	-17.9%	5.6%	-16.6%	4.6%	-9.7%
IL-2 act	0.5	-4.8	-2.0	0.6	1.1	1.0	-0.3	1.5
FUS suppressor	10.8%	3.1%	-20.5%	20.0%	-3.2%	?	26.7%	-1.7%
WRN helicase inh	-34.0%	-6.2%[11.6 µM]	9.0%	3.4%	-8.5%	7.9%	3.2%	2.3%
aSyn yeast inh	10.3%	-6.5%	-4.8%	-9.8%	0.4%	-0.3%	7.7%	-0.8%

(9) CN(C(=O)c1ccc2c(c1)OCCO2)c1c(N)n(Cc2ccccc2)c(=O)[nH]c1=O
(10) COC(=O)c1ccc(-n2c(C)cc(C(=O)COC(=O)C3=COCCO3)c2C)cc1

Assay by compound	9	10
PI5P4K alpha inh	0.5	-3.1
EPAC1 antag	8.5%	2.2%
EPAC1 ag	-2.6%	9.4%
PLK1 PBD block	3.0%	3.0%
Abeta rescue	1.3%	6.9%
IL-2 act	-0.2	-0.2
FUS suppressor	-0.7%	-1.1%
WRN helicase inh	-0.5%	-7.5%
aSyn yeast inh	1.0%	2.2%

This part in full, from the first entry:
(1) O=[N+]([O-])c1ccc(S(=O)(=O)N2CCSC2c2ccco2)cc1 (stereo not given)
(2) Cc1nnc(N/N=C/c2cccc(C(F)(F)F)c2)n1N
(3) Cc1ccc(S(=O)(=O)N2CCCCC2)cc1NC(=O)CCNC(=O)c1ccccc1Cl
(4) COCCNC(=O)c1cc2nc(-c3ccc(F)cc3)cc(C(F)(F)F)n2n1
(5) CC(=O)COc1coc(CN2CCN(c3ccc(F)cc3)CC2)cc1=O
(6) COCCOC(=O)C1=C(C)N(Cc2ccccc2)C(=O)NC1c1cccc(OC)c1OC (stereo not given)

Assay by compound	1	2	3	4	5	6
PI5P4K alpha inh	-15.6	-2.2	-1.3	0.7	0.9	-4.2
EPAC1 antag	3.0%	1.4%	3.9%	2.2%	2.1%	-3.5%
EPAC1 ag	11.7%	-3.9%	-9.1%	4.5%	14.2%	0.1%
PLK1 PBD block	11.9µM*	1.4%	-0.4%	-6.5%	-10.2%	-4.0%
Abeta rescue	21.5%	-34.2%[inhibitor]	4.3%	-17.9%	5.6%	-16.6%
IL-2 act	0.5	-4.8	-2.0	0.6	1.1	1.0
FUS suppressor	10.8%	3.1%	-20.5%	20.0%	-3.2%	?
WRN helicase inh	-34.0%	-6.2%[11.6 µM]	9.0%	3.4%	-8.5%	7.9%
aSyn yeast inh	10.3%	-6.5%	-4.8%	-9.8%	0.4%	-0.3%

(7) COc1ccc([C@@H]2CC=C(C(=O)O)[C@H](c3ccccc3)N2S(=O)(=O)c2ccc(C)cc2)cc1OC
(8) CCCn1c(N)c(C(=O)COC(=O)CNC(=O)c2ccc(C)c(C)c2)c(=O)n(C)c1=O
(9) CN(C(=O)c1ccc2c(c1)OCCO2)c1c(N)n(Cc2ccccc2)c(=O)[nH]c1=O
(10) COC(=O)c1ccc(-n2c(C)cc(C(=O)COC(=O)C3=COCCO3)c2C)cc1
(11) O=C(C[C@H]1C/C=C\C[C@@H](NC(=O)OCC2c3ccccc3-c3ccccc32)C(=O)O[C@@H](c2ccccc2)CNC1=O)N[C@H](CO)Cc1ccccc1
(12) COCc1cc(C)[nH]c(=O)c1C(=O)NC12CC3CC(CC(C3)C1)C2

Assay by compound	7	8	9	10	11	12
PI5P4K alpha inh	-0.1	3.1	0.5	-3.1	-9.8	2.7
EPAC1 antag	-1.3%	3.3%	8.5%	2.2%	-25.0%	?
EPAC1 ag	11.1%	1.2%	-2.6%	9.4%	-12.5%	-1.1%
PLK1 PBD block	-6.5%	-3.2%	3.0%	3.0%	-9.6%	4.3%
Abeta rescue	4.6%	-9.7%	1.3%	6.9%	-4.4%	5.7%
IL-2 act	-0.3	1.5	-0.2	-0.2	-3.3	-0.3
FUS suppressor	26.7%	-1.7%	-0.7%	-1.1%	35.5µM*	13.5%
WRN helicase inh	3.2%	2.3%	-0.5%	-7.5%	-9.4%	2.6%[57.1 µM]
aSyn yeast inh	7.7%	-0.8%	1.0%	2.2%	4.0%	-1.1%

(13) O=C(NC(=S)N1CCN(Cc2ccc3c(c2)OCO3)CC1)c1ccc(Cl)cc1
(14) O=C1NC[C@@H](c2ccccc2)OC(=O)[C@H](Cc2ccc(F)cc2)C/C=C\C[C@H]1CC(=O)N(CCO)Cc1ccccc1
(15) O=C(CN(CC1CCCO1)C(=O)CNS(=O)(=O)c1ccccc1)NCc1ccccc1 (stereo not given)
(16) COc1ccc(C(=O)N(Cc2ccccc2)c2cccc(C)c2)c(OC)c1OC
(17) Cc1ccc(CSc2ccc3nnc(-c4ccccn4)n3n2)cc1
(18) O=C(c1cc(-c2ccc(Cl)c(Cl)c2)on1)N1CCCCC1
(19) Cn1c2ccccc2c(=O)c2c(=O)n(-c3ccccc3)c(C3CCCCC3)nc21
(20) Cc1nc(S/C(=C\c2ccc(-c3ccc(C(=O)O)c(Cl)c3)o2)C(=O)O)n[nH]1
(21) CCN(CC)S(=O)(=O)c1ccc(C(=O)Nc2nnc(-c3ccco3)o2)cc1

Assay by compound	13	14	15	16	17	18	19	20	21
PI5P4K alpha inh	-4.2	1.8	-3.0	8.3	-10.7	0.6	-1.8	-70.6*	-5.0
EPAC1 antag	-5.7%	-16.7%	2.4%	1.2%	1.8%	-23.2%	-11.3%	1.5%	-0.1%
EPAC1 ag	11.2%	-2.9%	1.9%	-1.9%	3.2%	0.2%	-7.4%	3.5%	6.8%
PLK1 PBD block	-9.6%	4.2%	-0.5%	-5.8%	-3.3%	-2.5%	-1.9%	?	-7.3%
Abeta rescue	12.0%	-2.0%	-2.5%[9.22 µM]	-9.7%	-28.6%	-0.8%	-3.2%	0.8%	18.8%
IL-2 act	-0.4	-0.7	-0.5	-4.8	0.0	0.1	0.3	0.8	-1.0
FUS suppressor	7.9%	42.4%	-29.3%	30.2%	12.0%	/	/	-1.1%	-12.7%
WRN helicase inh	-21.2%	5.0%	-9.5%	-20.5%	-10.9%	-4.1%	-22.6%	39.8µM*	5.4%
aSyn yeast inh	7.5%	6.8%	-2.2%	9.2%	-1.4%	-9.5%	-0.7%	1.6%	-6.8%
